# From PubChem
# TcdB GH inh: TcdB glycohydrolase inhibition; P18177; TcdB glycohydrolase enzymatic assay, plate reader; inhibition, % at 9.99 µM; 0.24% of 350,000 active; AID 652162; in the data active = inhibition above about 10%
# * hit, by the source's call; & = joins results of further samples. These rows are one share of the data; count on the stated rates, not on these rows.
SMILES,TcdB GH inh
COc1ccc(CN(C)C[C@@H]2OCCCC[C@@H](C)Oc3ccc(NC(=O)Nc4ccc(OC)cc4)cc3C(=O)N([C@H](C)CO)C[C@H]2C)cc1,1.1
C[C@@H]1CN([C@@H](C)CO)C(=O)c2cc(NC(=O)c3ccncc3)ccc2O[C@@H](C)CCCCO[C@H]1CN(C)C(=O)Nc1cccc2ccccc12,0.8
C[C@@H]1CN([C@@H](C)CO)C(=O)c2cc(NC(=O)CCC(F)(F)F)ccc2O[C@H]1CN(C)C(=O)NC1CCCCC1,-1.2
O=C(CN1CCOCC1)N[C@@H]1CC[C@H](CCNC(=O)C2CCCC2)O[C@@H]1CO,0.6
O=C(c1cnccn1)N1CC[C@@H]2[C@@H](CO)Nc3ccc(-c4ccccc4)cc3[C@@H]21,6.2
C/C=C/c1ccc([C@H]2[C@@H](CO)N(C(=O)C3CCC3)[C@H]2CNC(=O)CN(C)C)cc1,-0.1
CCC(=O)N(C)C[C@@H]1Oc2cc(C#Cc3ccncc3)ccc2S(=O)(=O)N([C@H](C)CO)C[C@H]1C,0.1
Cc1noc(C)c1S(=O)(=O)Nc1ccc2c(c1)CC(=O)N([C@@H](C)CO)C[C@@H](C)[C@@H](CN(C)S(=O)(=O)c1cn(C)cn1)O2,0.3
O=C(NCC[C@H]1CC[C@H](NC(=O)C2CCCC2)[C@@H](CO)O1)c1cnccn1,-2.3
CC(C)(O)C#Cc1ccc([C@@H]2[C@@H](CO)N3CCCCN(C(=O)c4ccncc4)C[C@@H]23)cc1,-0.9
C[C@@H]1CCCCO[C@H](CN(C)S(=O)(=O)c2ccc(F)cc2)[C@H](C)CN([C@@H](C)CO)C(=O)c2cc(NS(C)(=O)=O)ccc2O1,-4.5
C[C@@H]1CN([C@H](C)CO)S(=O)(=O)c2ccc(C#CCN(C)C)cc2O[C@@H]1CN(C)C(=O)CN(C)C,0.4
COc1ccc(CN(C)C[C@@H]2Oc3ccc(NC(=O)CCN4CCOCC4)cc3CC(=O)N([C@@H](C)CO)C[C@@H]2C)cc1,-9.0
C[C@@H]1CCCCO[C@H](CN(C)C(=O)c2ccccc2)[C@H](C)CN([C@@H](C)CO)C(=O)c2cc(NC(=O)Nc3ccccc3)ccc2O1,-0.5
C[C@H](CO)N1C[C@H](C)[C@@H](CN(C)Cc2ccc3c(c2)OCO3)Oc2ccc(NS(=O)(=O)c3ccc(Cl)cc3)cc2CC1=O,0.4
O=C(C[C@@H]1C=C[C@@H](NS(=O)(=O)c2ccccc2)[C@@H](CO)O1)N1CCC(Cc2ccccc2)CC1,-0.1
C[C@H](CO)N1C[C@H](C)[C@H](CN(C)S(=O)(=O)c2cccs2)Oc2c(NC(=O)Nc3ccc4c(c3)OCO4)cccc2C1=O,1.4
CCC(=O)N1CC2(CN(Cc3ccccc3Cl)C2)c2c([nH]c3cc(OC)ccc23)[C@H]1CO,1.3
COCC#Cc1cnc2c(c1)C(=O)N([C@@H](C)CO)C[C@@H](C)[C@H](CN(C)S(=O)(=O)c1cn(C)cn1)O2,-1.3
CN(C)c1ccc2c(c1)[C@@H]1C[C@@H](CC(=O)NCC3CC3)O[C@@H](CO)[C@@H]1O2,-42
COc1cccc(S(=O)(=O)N2CCC3(CC2)CN(C(=O)Nc2cccc(F)c2)[C@H](CO)c2[nH]c4cc(OC)ccc4c23)c1,-0.4
CN(C)C(=O)C[C@H]1CC[C@@H]2[C@H](COC[C@H](O)CN2C(=O)C2CCOCC2)O1,-0.2
COc1ccc(S(=O)(=O)N(C)C[C@H]2OCCCC[C@H](C)Oc3ccc(NS(=O)(=O)c4cn(C)cn4)cc3C(=O)N([C@H](C)CO)C[C@@H]2C)cc1,0.1
C[C@H]1CN([C@@H](C)CO)C(=O)c2cccc(NC(=O)Nc3ccc(F)cc3)c2O[C@H]1CN(C)S(C)(=O)=O,0.8
N#C[C@@H]1[C@H](c2ccccc2C2=CCCCC2)[C@@H](CO)N1S(=O)(=O)c1ccccc1,0.2
Cc1ccc(S(=O)(=O)N[C@H]2CC[C@H](CC(=O)N3CCc4ccccc4C3)O[C@@H]2CO)cc1,0.1
C[C@H]1CN([C@@H](C)CO)C(=O)c2cc(NC(=O)CCCCCC(=O)Nc3ccccc3N)ccc2O[C@H]1CN(C)C(=O)Nc1ccccc1,0.2
COc1ccc(C#Cc2ccc([C@@H]3[C@H]4CN(C(=O)C5CCOCC5)CC(=O)N4[C@H]3CO)cc2)cc1,0.4
O=C(Cc1ccccn1)N[C@@H]1CC[C@H](CCn2cc(-c3cccnc3)nn2)O[C@H]1CO,0.0
O=C(C1CCC1)N1CC2(C1)[C@H](c1ccccc1)[C@H](CO)N2CC1CCCC1,-1.1
CO[C@@H]1CN(C)C(=O)c2cc(NC(=O)CC(F)(F)F)ccc2OC[C@H](C)N(C(=O)C2CCOCC2)C[C@@H]1C,0.8
C[C@@H]1CN([C@H](C)CO)C(=O)c2cc(N(C)C)ccc2O[C@H]1CN(C)C(=O)Nc1ccc(C(F)(F)F)cc1,-0.6
O=C(NCC[C@@H]1CC[C@H](NC(=O)C2CCCCC2)[C@H](CO)O1)c1cc(Cl)cc(Cl)c1,-1.1
O=C(C[C@H]1C=C[C@@H](NS(=O)(=O)c2ccc(F)cc2)[C@H](CO)O1)NCCN1CCCCC1,-0.2
CC=Cc1ccc2n(c1=O)C[C@H]1[C@H](CO)[C@@H](C(=O)NC3CCCC3)N(C(=O)C3CCC3)[C@@H]21 (mixture of isomers),1.5
O=C(C[C@@H]1CC[C@@H]2[C@H](COC[C@H](O)CN2C(=O)c2ccc(F)cc2)O1)NC1Cc2ccccc2C1,0.9
COCC#Cc1cnc2c(c1)C(=O)N([C@H](C)CO)C[C@@H](C)[C@H](CN(C)C(=O)Nc1cccc(F)c1)O2,1.7
CNC[C@H]1OCCCC[C@H](C)Oc2ccc(NC(=O)Cc3ccccc3)cc2C(=O)N([C@H](C)CO)C[C@@H]1C,-5.5
C[C@H]1CN([C@@H](C)CO)C(=O)c2cc(C#CC3CC3)cnc2O[C@H]1CN(C)C(=O)c1ccc(F)cc1,-0.8
C[C@@H]1CN([C@@H](C)CO)C(=O)Cc2cc(NS(=O)(=O)c3ccc(F)cc3)ccc2O[C@H]1CN(C)C(=O)Nc1ccccc1,-0.2

# In the list so far, two contain an NH in an aromatic ring.
SMILES,TcdB GH inh
CCC(=O)N1CC2(CN(Cc3ccccc3Cl)C2)c2c([nH]c3cc(OC)ccc23)[C@H]1CO,1.3
COc1cccc(S(=O)(=O)N2CCC3(CC2)CN(C(=O)Nc2cccc(F)c2)[C@H](CO)c2[nH]c4cc(OC)ccc4c23)c1,-0.4

# Continued:
SMILES,TcdB GH inh
CC(=O)N1CCCCN2[C@H](CO)[C@@H](c3ccc(-c4cccc(C)c4)cc3)[C@H]2C1,-0.8
C[C@@H]1CN([C@@H](C)CO)C(=O)Cc2cc(NS(=O)(=O)c3ccccc3)ccc2O[C@@H]1CN(C)C(=O)Nc1ccc(C(F)(F)F)cc1,-0.7
COc1ccc(S(=O)(=O)N(C)C[C@@H]2OCCCC[C@@H](C)Oc3ccc(NS(=O)(=O)c4cccs4)cc3C(=O)N([C@@H](C)CO)C[C@H]2C)cc1,-0.4
C[C@H]1CN([C@@H](C)CO)C(=O)c2cc(NC(=O)Cn3cnnn3)ccc2O[C@H]1CN(C)Cc1ccc(Cl)c(Cl)c1,-0.8
C/C=C/c1ccc2c(c1)O[C@@H](CN(C)Cc1cccc(F)c1)[C@@H](C)CN([C@H](C)CO)S2(=O)=O,-0.1
Cc1ccccc1S(=O)(=O)N1C[C@H](O)COC[C@H]2O[C@H](CC(=O)O)CC[C@@H]21,0.5
O=C(C[C@@H]1C[C@H]2c3cc(NC(=O)c4cccnc4)ccc3O[C@H]2[C@@H](CO)O1)NC1CCCC1,-0.1
C[C@@H]1CN([C@@H](C)CO)C(=O)c2cc(/C=C/c3ccccc3)cnc2O[C@H]1CN(C)Cc1cncnc1,-1.8
COc1ccc(S(=O)(=O)Nc2ccc3c(c2)OC[C@@H](C)NC[C@H](C)[C@@H](OC)CN(C)C3=O)cc1,-1.5
C[C@@H]1CN([C@H](C)CO)C(=O)c2cc(NC(=O)c3ccncc3)ccc2O[C@H]1CN(C)C(=O)NC1CCCCC1,0.2
Cc1noc(C)c1S(=O)(=O)Nc1cccc2c1O[C@@H](CN(C)C)[C@@H](C)CN([C@H](C)CO)C2=O,-0.1
Cc1cccc(S(=O)(=O)N2C[C@@H]3N[C@H](C2)C3c2ccc(-c3ccncc3)cc2)c1 (some centres undefined),0.1&-1.2
C[C@@H]1CCCCO[C@@H](CN(C)S(=O)(=O)c2cccs2)[C@@H](C)CN([C@H](C)CO)C(=O)c2cc(NC(=O)Nc3ccc4c(c3)OCO4)ccc2O1,0.1
CC(C)NC(=O)N(C)C[C@H]1OCCCC[C@H](C)Oc2ccc(NC(=O)c3ccccc3)cc2C(=O)N([C@H](C)CO)C[C@H]1C,0.9
Cc1ccc(S(=O)(=O)N(C)C[C@H]2Oc3ccc(NS(=O)(=O)c4ccccc4)cc3C(=O)N([C@@H](C)CO)C[C@@H]2C)cc1,0.6
C[C@H](CO)N1C[C@H](C)[C@@H](CN(C)C(=O)Nc2ccccc2)Oc2ccc(NC(=O)c3ccncc3)cc2CC1=O,0.3
O=C(N[C@@H]1C=C[C@H](CC(=O)N2CCc3ccccc3C2)O[C@H]1CO)C1CC1,-3.7
N#C[C@@H]1[C@@H](c2ccccc2-c2ccccc2)[C@H](CO)N1C(=O)Cc1ccncc1,0.5
C[C@H]1CCCCO[C@H](CN(C)C(=O)C2CCCCC2)[C@@H](C)CN([C@@H](C)CO)C(=O)c2cc(NC(=O)Nc3ccc4c(c3)OCO4)ccc2O1,-1.3
CCCN(C)C[C@H]1Oc2cc(C#CCOC)ccc2S(=O)(=O)N([C@@H](C)CO)C[C@H]1C,-0.3

# Look-ups from the entries so far:
# Reading of `C[C@@H]1CCCCO[C@@H](CN(C)S(=O)(=O)c2cccs2)[C@@H](C)CN([C@H](C)CO)C(=O)c2cc(NC(=O)Nc3ccc4c(c3)OCO4)ccc2O1` in TcdB GH inh: 0.1
# Reading of `CC(C)NC(=O)N(C)C[C@H]1OCCCC[C@H](C)Oc2ccc(NC(=O)c3ccccc3)cc2C(=O)N([C@H](C)CO)C[C@H]1C` in TcdB GH inh: 0.9

# Other compounds
SMILES,TcdB GH inh
O=C(N[C@@H]1C=C[C@@H](CC(=O)N2CCc3ccccc3C2)O[C@H]1CO)C1CCC1,-0.4
C[C@@H]1CN([C@H](C)CO)C(=O)c2cc(NC(=O)Nc3ccc4c(c3)OCO4)ccc2O[C@@H]1CN(C)Cc1ccc(C(=O)O)cc1,-0.5
C[C@H]1CN([C@@H](C)CO)C(=O)c2cc(-c3cccc(C(=O)N(C)C)c3)cnc2O[C@@H]1CN(C)S(=O)(=O)c1ccccc1,-2.0
COCC(=O)N1[C@H](CO)[C@H]2c3ccccc3N(C(=O)Nc3ccccc3F)C[C@H]21,-0.8
CCCC(=O)Nc1ccc2c(c1)C(=O)N(C)C[C@H](OC)[C@H](C)CN(CCC)[C@@H](C)CO2,0.2
C[C@@H]1CCCCO[C@H](CN(C)Cc2ccc(C(=O)O)cc2)[C@H](C)CN([C@@H](C)CO)C(=O)c2cc(NS(C)(=O)=O)ccc2O1,1.6
CN1C(=O)c2cc(NS(=O)(=O)c3ccccc3Cl)ccc2OC[C@H]2O[C@H](CC(=O)O)CC[C@@H]21,0.1
CC(C)NC(=O)Nc1ccc2c(c1)C(=O)N([C@@H](C)CO)C[C@H](C)[C@H](CN(C)S(=O)(=O)c1cn(C)cn1)OCCCC[C@@H](C)O2,0.7
C[C@@H]1CN([C@H](C)CO)C(=O)c2cccc(NC(=O)Nc3ccc(F)cc3)c2O[C@H]1CN(C)Cc1ccc(Oc2ccccc2)cc1,0.3
COCC#Cc1ccc([C@@H]2[C@H](CO)N3CCCCN(C(=O)Nc4cc(F)ccc4F)C[C@@H]23)cc1,0.1
CC(C)C#Cc1cnc2c(c1)C(=O)N([C@@H](C)CO)C[C@@H](C)[C@@H](CN(C)C(=O)CCN1CCCCC1)O2,0.7
N#C[C@H]1[C@@H](c2ccc(-c3cccnc3)cc2)[C@@H](CO)N1C(=O)Nc1ccc(F)cc1,-5.5
CC(=O)N(C)C[C@@H]1Oc2cc(C#CC3(O)CCCC3)ccc2S(=O)(=O)N([C@H](C)CO)C[C@H]1C,1.3
COCC(=O)NC[C@@H]1[C@@H](c2ccccc2)[C@H](CO)N1C(C)=O,-0.2
C[C@@H]1CN([C@@H](C)CO)C(=O)c2cc(NS(=O)(=O)c3ccc(Cl)cc3)ccc2O[C@@H](C)CCCCO[C@H]1CN(C)S(=O)(=O)c1ccccc1,0.9
COc1ccc(S(=O)(=O)Nc2ccc3c(c2)CC(=O)N([C@H](C)CO)C[C@@H](C)[C@@H](CN(C)Cc2ccncc2)O3)cc1,1.2
COc1ccc(-c2ccc(C3[C@H]4CNC[C@@H]3N4C(=O)Nc3ccc(C(F)(F)F)cc3)cc2)cc1 (some centres undefined),-0.6&-1.3
CN(C)CC(=O)N[C@@H]1CC[C@H](CCNC(=O)C2CCC2)O[C@H]1CO,0.2
C[C@H]1CN([C@@H](C)CO)C(=O)c2cc(C#CCc3ccccc3)cnc2O[C@@H]1CN(C)C(=O)C1CC1,0.3
COCC(=O)N(C)C[C@@H]1Oc2ncc(C#C[C@@H](C)O)cc2C(=O)N([C@@H](C)CO)C[C@H]1C,0.4
C[C@H](CO)N1C[C@H](C)[C@@H](CN(C)S(=O)(=O)c2ccc(Cl)cc2)OCCCC[C@H](C)Oc2ccc(NS(=O)(=O)c3ccc(F)cc3)cc2C1=O,-6.1

# Reformatted: 3 of the compounds above
mol	TcdB GH inh
COc1ccc(S(=O)(=O)Nc2ccc3c(c2)CC(=O)N([C@H](C)CO)C[C@@H](C)[C@@H](CN(C)Cc2ccncc2)O3)cc1	1.2
COc1ccc(-c2ccc(C3[C@H]4CNC[C@@H]3N4C(=O)Nc3ccc(C(F)(F)F)cc3)cc2)cc1 (some centres undefined)	-0.6&-1.3
CN(C)CC(=O)N[C@@H]1CC[C@H](CCNC(=O)C2CCC2)O[C@H]1CO	0.2
